EPAC1 antag: EPAC1 (human) antagonism; EPAC1 GEF assay, Rap1b-BODIPY-GDP exchange fluorescence; Potency, µM (titrated, usually from 115 µM), without a hit: top-dose activity change, negative = inhibition, most hits filed as inhibitors; 0.14% of 360,000 active;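 also: plate controls were vehicle for no effect and positive control for full effect; nearly all actives have a fitted effect of over 50% in size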
TDP43 rescue: TDP-43 toxicity inhibition in yeast; TDP-43 expressing yeast growth rescue, BacTiter-Glo, 24 h; Potency, µM (highest dose often 46.1 µM), for inactives: at the highest dose growth rescue (activation), most hits filed as activators; 1.8% of 410,000 active; AID 652104; also: % of control where 0% means no effect; nearly all actives have a fitted effect of over 50% in size
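Readout is BacTiter-Glo luminescence of cell growth, so inhibitors register as activators. TDP-43-expressing yeast at OD600=0.02 in galactose medium, after raffinose pregrowth to mid-log, were incubated with compound for 24 hr at 30 deg C.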
FUS suppressor: suppressors of FUS proteinopathy in yeast; AID 1347120; 0.24% of 390,000 active; Potency, µM (titrated, usually from 76.6 µM), without a hit: top-dose growth rescue (activation), hits mostly activators; S. cerevisiae FUS-expressing, growth rescue, OD600, 24 h;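 also: plate controls were DMSO vehicle for no effect and reference control for full effect; nearly all actives have a fitted effect of over 55% in size; some results filed as inactive show a strong effect at the top dose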
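Galactose (2%) drives FUS expression in yeast precultured in raffinose; seeding density OD 0.005. Test compounds incubated 24hr at 30C and 99% humidity before absorbance at 600 nm was measured.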
aSyn rescue: rescues yeast growth from alpha-synuclein toxicity; Yeast expressing alpha-synuclein, growth rescue, BacTiter-Glo, 24 h; Potency, µM (doses to about 46.1 µM), without a hit: at the top dose growth rescue (activation), hits mostly activators; 0.14% of 370,000 active; AID 652106; also: % of control where 0% means no effect; nearly all actives have a fitted effect of over 65% in size
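Galactose-induced alpha-syn yeast (OD600=0.02, raffinose-pregrown) + pinned cpd, 24 hr, 30 deg C; growth by BacTiter-Glo luminescence. Growth restoration scores as activation.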
EPAC1 ag: EPAC1 (human) agonism; O95398; EPAC1 agonist qHTS, biochemical assay; response scale: 100% = response to 6.5 mM cAMP; Potency, µM (doses to about 154 µM), for the others: at the top dose activation, usual class: activators; 0.073% of 360,000 active; also: nearly all actives have a fitted effect of over 60% in size
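Multi-concentration qHTS readout: loss of Rap1B-bound BODIPY-GDP fluorescence driven by 100 nM EPAC1 with excess GDP (50 uM), monitored kinetically at room temperature; agonist response expressed relative to 6.5 mM cAMP.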
EPAC2 ag: activates human EPAC2 exchange factor; 0.079% of 360,000 active; Q8WZA2; Potency, µM (top dose mostly 154 µM), for the others: at the highest dose activation, hits mostly activators; AID 720711; EPAC2 activation, biochemical qHTS; response scale: 100% = 6.5 mM cAMP response; also: nearly all actives have a fitted effect of over 50% in size
Target sequence (Q8WZA2 whole entry, looked up): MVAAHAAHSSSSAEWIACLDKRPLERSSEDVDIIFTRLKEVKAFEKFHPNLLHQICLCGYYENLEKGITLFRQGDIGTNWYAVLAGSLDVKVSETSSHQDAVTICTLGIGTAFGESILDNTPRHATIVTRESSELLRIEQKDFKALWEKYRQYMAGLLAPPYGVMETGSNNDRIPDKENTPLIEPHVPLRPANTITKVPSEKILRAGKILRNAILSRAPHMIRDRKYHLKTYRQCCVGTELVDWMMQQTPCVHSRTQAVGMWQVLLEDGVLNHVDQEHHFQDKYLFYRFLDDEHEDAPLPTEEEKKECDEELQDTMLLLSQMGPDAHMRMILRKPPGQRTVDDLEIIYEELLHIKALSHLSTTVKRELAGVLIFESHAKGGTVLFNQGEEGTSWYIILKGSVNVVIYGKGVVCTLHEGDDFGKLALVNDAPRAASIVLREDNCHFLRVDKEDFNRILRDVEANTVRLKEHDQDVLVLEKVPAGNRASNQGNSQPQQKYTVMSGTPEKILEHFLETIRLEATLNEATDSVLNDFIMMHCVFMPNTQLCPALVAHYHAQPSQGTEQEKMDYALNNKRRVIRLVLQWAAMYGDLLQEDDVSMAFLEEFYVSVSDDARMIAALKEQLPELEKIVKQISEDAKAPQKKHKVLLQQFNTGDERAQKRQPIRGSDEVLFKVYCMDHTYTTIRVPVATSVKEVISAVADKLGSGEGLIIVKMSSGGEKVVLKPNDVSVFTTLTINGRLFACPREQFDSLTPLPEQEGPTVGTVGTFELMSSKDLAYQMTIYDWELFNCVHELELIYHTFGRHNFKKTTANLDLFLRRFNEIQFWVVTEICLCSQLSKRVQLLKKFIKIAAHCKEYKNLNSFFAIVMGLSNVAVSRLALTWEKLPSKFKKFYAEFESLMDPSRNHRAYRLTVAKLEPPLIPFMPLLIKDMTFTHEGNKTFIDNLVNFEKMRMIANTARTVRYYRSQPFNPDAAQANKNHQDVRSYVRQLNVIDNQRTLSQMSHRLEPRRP
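Setup: EPAC2 100 nM, labeled Rap1B complex 250 nM, free GDP 50 uM. Compound titrations pinned in, brief spin, 5 min room temperature incubation. Kinetic fluorescence read over 30 min, normalized to 6.5 mM cAMP.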
PTHR1 ag: PTHR1 (human) receptor agonism | Q03431 | Potency, µM (top dose mostly 115 µM), without a hit: at the highest dose activation, hits mostly activators | HEK293 GP2 PTHR1 cells, GloSensor cAMP luminescence, 1 h | 0.075% of 410,000 active; also: nearly all actives have a fitted effect of over 55% in size; some results filed as inactive show a strong effect at the top dose; inactives centre near -15; many of its hits are not listed in these tables
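HEK-293-derived GP2 cells expressing PTHR1 and a GloSensor cAMP reporter, 3,000/well, plated overnight, given luciferin plus IBMX (each 0.5 mM as added) for 1 h at 37 °C, then compound for 1 h at 37 °C. Luminescence was read after 15 min at room temperature.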
EPAC2 antag: blocks human EPAC2 exchange factor; AID 720708; 0.18% of 360,000 active; Q8WZA2; EPAC2 GEF exchange of Rap1B-BODIPY-GDP, fluorescence; Potency, µM (highest dose often 114 µM), for inactives: at the highest dose activity, negative = inhibition, most hits filed as inhibitors; also: % is scaled to controls: 0 for no effect and ±100 for the full control effect; nearly all actives have a fitted effect of over 45% in size; many of its hits are not listed in these tables
* = called active by the depositor; i = inactive; ? = inconclusive; . = no result given; [ ] = dose if it differs, or a comment. Calls follow the shape of the dose curve; as a rule, active = well fitted curve in the direction sought with a large enough effect; inconclusive = small, poorly fitted or top-dose-only effect, or another doubt; inactive = no such curve, though single readings can be large; an effect the other way counts as inactive or inconclusive. Potency is read from the fitted curve at half-maximal effect. A portion of the library. The share of hits here may be higher or lower than overall.

mol	EPAC1 antag	TDP43 rescue	FUS suppressor	aSyn rescue	EPAC1 ag	EPAC2 ag	PTHR1 ag	EPAC2 antag
CC1CC(C)CN(C(=O)Cn2cc(C=O)c3ccccc32)C1 (centres undefined)	-26%	-9%	-2%	1%	5%	8%	?	2%
O=C(O)Cc1ccc(C(=O)c2cccs2)s1	-9%	5%	30%	13%	2%	15%	i	-6%
N#Cc1ccsc1NC(=O)CSc1nncs1	-19%	-8%	8%	-9%	-7%	3%	-9%	-7%
CS(=O)(=O)N1CCC(C(=O)NCc2ccc3c(c2)OCO3)CC1	-2%	-24%[9.22 µM]	17%	3%	-9%	8%	i	14%
CCOC(=O)C1CCCN(C(=O)C2COc3ccccc3O2)C1 (centres undefined)	13%	28%	-10%	2%	-5%	-2%	i	4%
CC(=O)Nc1ccc(S(=O)(=O)Nc2nc3ccccc3nc2-n2ccc(=NC(=O)c3ccc(F)cc3)cc2)cc1	?	4%[9.22 µM]	7%	-3%	-97%[inhibitor]	-59%[inhibitor]	-7%	-3%
Cc1ccccc1N/N=C/c1ccc(N2CCOCC2)cc1	-9%	-18%	?	-8%	5%	5%	i	7%
Cc1cc(NN)nc(Cc2ccccc2)n1	-20%	-7%	15%	-2%	-6%	9%	-10%	7%
COC(=O)c1ccc(CC2(C)C(=O)Nc3ccc(-c4cccc(C(F)(F)F)c4)cc32)o1 (centres undefined)	?	?	?	-55%[inhibitor]	-2%	-7%	-20%	?
O=C(CSCc1ccc(F)cc1)Nc1ccc(N2CCOCC2)cc1N1CCOCC1	0%	?	-29%	1%	-3%	1%	-56%[inhibitor]	-1%

The list goes on:
mol	EPAC1 antag	TDP43 rescue	FUS suppressor	aSyn rescue	EPAC1 ag	EPAC2 ag	PTHR1 ag	EPAC2 antag
CCOC(=O)c1nn(-c2ccc(C)cc2)c(C)c1C(C)=O	4%	26%	11%	-2%	7%	0%	-6%[57.5 µM]	-2%
Cc1cc(Cl)c2oc(C(=O)NC(C)c3ccncn3)c(C)c2c1 (centres undefined)	-10%	1%	-2%	-1%	5%	8%	-5%	-16%
Cc1ccc2cccc(Oc3ncnc4scc(-c5ccccc5)c34)c2n1	5%	25%	9%	8%	9%	2%	i	-2%
COc1ccc(/C=C/C(=O)OCC(=O)NCc2ccccc2Cl)cc1OC	15%	23%	.	0%	-8%	15%	-13%	15%
Cc1ccc(C(=O)N/C(=C/c2ccc(-c3cccc([N+](=O)[O-])c3)o2)C(=O)NC(C)C)cc1	-1%	12%	.	8%	-1%	-10%	-18%	-2%
Cc1cc(-c2nnc3n2N=C(c2ccc(-c4ccccc4)cc2)CS3)n[nH]1	-6%	?	27%	2%	7%	-4%	-3%	-7%
CSC1=NC(NCCCO)c2c(sc3c2CC(C)(C)OC3)N1 (centres undefined)	-1%	2%	30%	-7%	-6%	4%	-28%	8%
O=C(NCC1(c2ccccc2)CCCC1)C1(c2ccccc2)CCCC1	7%	-20%	?	1%	3%	-1%	-19%[57.5 µM]	0%
O=C(CC(NC(=O)c1ccccc1Cl)c1ccccc1)Nc1ccc2c(c1)OCO2 (centres undefined)	-12%	2%	18%	6%	-5%	3%	i	4%
CCOc1ccc(C(=O)N(CN2CCCC2=O)c2ccccc2)cc1	12%	1%	12%	0%	-4%	1%	-10%[57.5 µM]	9%

Following part:
mol	EPAC1 antag	TDP43 rescue	FUS suppressor	aSyn rescue	EPAC1 ag	EPAC2 ag	PTHR1 ag	EPAC2 antag
O=C1CCCN1c1ccc(Br)cc1	-3%	8%	-6%	6%	8%	9%	-16%[57.5 µM]	6%
Cc1ccccc1CSc1nnc(-c2ccncc2)o1	-8%	14µM*	-19%	7%	12%	3%	-7%	-20%
Cc1c(C(=O)Nc2nccs2)oc2ccc(Br)cc12	-10%	-13%	.	-5%	0%	-3%	-48%[inhibitor]	-1%
CC1(C)OC(=O)N(CC(=O)Nc2cccc(C(F)(F)F)c2)C1(C)O (centres undefined)	7%	-6%	-1%	1%	-6%	0%	-20%	6%
COc1ccc(CNC(=O)c2ccc(N3CCOCC3)c([N+](=O)[O-])c2)cc1	7%	-13%[9.22 µM]	10%	7%	2%	-8%	i	7%
CO/N=C(\CCC(=O)O)c1cccs1	16%	16%	-6%	2%	9%	12%	-11%	8%
O=C(COc1ccccc1)Nc1ccncc1Cl	-10%	12%	6%	-1%	6%	8%	-31%[inhibitor]	-8%
CC(=O)Nc1ncc2c(n1)CC(c1ccco1)CC2=O (centres undefined)	5%	-1%	-1%	-4%	-6%	-6%	i	7%
CCCCN(C)C(=O)c1cn(CC)c2nc(C)ccc2c1=O	9%	-1%	15%	1%	6%	-3%	-50%[inhibitor][57.5 µM]	-5%
Oc1cccc2ccc(Nc3ccccn3)nc12	2%	?	20%	-7%	4%	-9%	-10%[57.5 µM]	19%

4 of the compounds above, with values under each structure.
Sequence of screens – EPAC1 antag | TDP43 rescue | FUS suppressor | aSyn rescue | EPAC1 ag | EPAC2 ag | PTHR1 ag | EPAC2 antag
> CCOC(=O)C1CCCN(C(=O)C2COc3ccccc3O2)C1 (centres undefined)
    13% | 28% | -10% | 2% | -5% | -2% | i | 4%
> O=C(NCC1(c2ccccc2)CCCC1)C1(c2ccccc2)CCCC1
    7% | -20% | ? | 1% | 3% | -1% | -19%[57.5 µM] | 0%
> CCOC(=O)c1nn(-c2ccc(C)cc2)c(C)c1C(C)=O
    4% | 26% | 11% | -2% | 7% | 0% | -6%[57.5 µM] | -2%
> COc1ccc(/C=C/C(=O)OCC(=O)NCc2ccccc2Cl)cc1OC
    15% | 23% | . | 0% | -8% | 15% | -13% | 15%

More compounds:
| molecule | EPAC1 antag | TDP43 rescue | FUS suppressor | aSyn rescue | EPAC1 ag | EPAC2 ag | PTHR1 ag | EPAC2 antag |
| --- | --- | --- | --- | --- | --- | --- | --- | --- |
| S=C1NCCOCCOCCOCCN1 | 2% | 1% | -22% | 5% | -3% | 3% | i | 12% |
| COc1cc([N+](=O)[O-])ccc1NC(=S)N1CCOCC1 | 17% | 15% | 11% | -1% | 2% | 4% | i | -1% |
| C=CCNc1nc(C(=O)OCC(=O)Nc2cc(S(C)(=O)=O)ccc2Cl)cs1 | 3% | -17% | 15% | -5% | 40% | 0% | i | 7% |
| O=C(C1CCN(S(=O)(=O)c2cccs2)CC1)N1CCN(c2ccccc2O)CC1 | -3% | 0% | ? | 5% | 3% | 10% | -39% | -1% |
| COc1ccc(F)c(-c2nc(CN3CCN(C(=O)c4ccco4)CC3)c(C)o2)c1 | -13% | 1% | 23% | -1% | 6% | 2% | -29% | -5% |
| S=c1[nH]nc(-c2cccc(Cl)c2)n1/N=C/c1ccc(-c2ccccc2Br)o1 | 11% | ? | -6% | 2% | -4% | -2% | -13% | 8% |
| CCc1nc(SCC(=O)Nc2nccs2)c2oc3ccccc3c2n1 | -28% | 5% | . | 0% | -23% | -9% | i | -2% |
| O=S(=O)(c1ccc(NC(=S)NCc2ccco2)cc1)N1CCCCC1 | -3% | -3% | 45% | 16% | 6% | 19% | -19% | -1% |
| CN1CCN(c2ccc(-c3cccc(NC(=O)COc4ccc(Cl)cc4)c3)nn2)CC1 | 3% | -4% | 22% | -8% | -6% | 5% | -28% | -4% |
| O=C(Nc1cccnc1)c1ccc(COc2ccccc2Br)o1 | -2% | 22% | 21% | -1% | 4% | 11% | i | -3% |

2 entries drawn at random from the list so far, as already listed:
| molecule | EPAC1 antag | TDP43 rescue | FUS suppressor | aSyn rescue | EPAC1 ag | EPAC2 ag | PTHR1 ag | EPAC2 antag |
| --- | --- | --- | --- | --- | --- | --- | --- | --- |
| S=c1[nH]nc(-c2cccc(Cl)c2)n1/N=C/c1ccc(-c2ccccc2Br)o1 | 11% | ? | -6% | 2% | -4% | -2% | -13% | 8% |
| C=CCNc1nc(C(=O)OCC(=O)Nc2cc(S(C)(=O)=O)ccc2Cl)cs1 | 3% | -17% | 15% | -5% | 40% | 0% | i | 7% |

The results go on.
| molecule | EPAC1 antag | TDP43 rescue | FUS suppressor | aSyn rescue | EPAC1 ag | EPAC2 ag | PTHR1 ag | EPAC2 antag |
| --- | --- | --- | --- | --- | --- | --- | --- | --- |
| O=C(COc1ccc(C2SCCS2)cc1)NNC(=O)C(Cl)Cl | 8% | -13% | 1% | 3% | 4% | 19% | i | 9% |
| Cc1ccc(Oc2nc3ccccc3n3cccc23)cc1 | -13% | -10% | 1% | -11% | 27% | 14% | i | -1% |
| COc1cc(OC)c(C2NC(=O)CCC2[N+](=O)[O-])cc1OC (centres undefined) | 6% | 9% | -24% | 4% | 2% | 8% | i | 4% |
| C#CCOCCOCCOCCNc1nc(N2CCOCC2)nc(N2CCN(C(=O)[C@H](CC(N)=O)n3cc(C(N)[C@@H](C)CC)nn3)CC2)n1 (some centres undefined) | 7% | -2% | -8% | 0% | 8% | 7% | i | -2% |
| O=C(COc1ccccc1Cl)NNC(=O)c1ccc2nc[nH]c2c1 | -12% | 11% | . | 0% | -13% | 9% | 18% | -4% |
| O=C1CSc2ccc(C(=O)N3CCCCC3)cc2N1 | -7% | 5% | -39% | -8% | 0% | 4% | i | -3% |
| CC(C)C[C@H](NC(=O)c1[nH]cnc1C(=O)N[C@H](C)c1ccccc1)C(=O)OCc1ccccc1 | -4% | -7% | 31% | 2% | -17% | -4% | i | -5% |
| COc1cccc(C(=O)N(CN2CCCC2=O)c2cc(C)on2)c1 | 8% | 12% | 11% | 4% | 6% | 6% | i | 3%[57.1 µM] |
| Cc1nnc(SCC(=O)Nc2ccc(N3CCOCC3)cc2)n1Cc1ccccc1 | 5% | 0% | 10% | 2%[1.84 µM] | -5% | 11% | -6% | 7% |
| COc1ccc(/C=N/OCC(=O)Nn2c(C)nc3ccccc3c2=O)cc1 | 11% | 18% | . | 5% | -4% | 6% | -7% | 24% |
| Cc1cccc(C)c1NC(=O)C1C(c2ccc3c(c2)OCO3)=Nc2ccccc2N1C(=O)c1cccc2ccccc12 (centres undefined) | -1% | -5% | 22% | 0% | -13% | 1% | i | 7% |
| Cc1cc2c(cc1C)-n1nnnc1C(N1CCN(c3ccccc3F)CC1)C(=O)N2 (centres undefined) | 5% | 7% | 6% | -5% | -2% | 11% | -1% | -20% |

Screening results as filed in PubChem BioAssay.
